High-throughput results as filed in PubChem BioAssay.
NadD inh – NadD (S. aureus) enzyme inhibition; hit rate 0.78% among 360,000; inhibition, % at 20 µM; purified NadD enzyme, colorimetric absorbance read-out; in the data active means inhibition above about 26%; further: some compounds past the cut are filed as inactive
SKN-1 block – inhibitors of C. elegans SKN-1 | hit rate 0.49% among 360,000 | C. elegans VP596 Pgst-4::GFP/RFP ratio, acrylamide-induced, 24 h | inhibition, % at 21.8 µM | AID 624304;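 active means interference check ratio from 0.5 to 1.5 plus GFP to RFP signal ratio inhibition reaching or exceeding a fixed threshold, cut at about 30% in these data, passing the limit was not always enough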; further: some compounds called inactive have numbers as strong as hits
FAS-TE inh – FAS thioesterase (human) inhibition. recombinant FAS-TE, OMFH fluorogenic substrate, fluorescence endpoint. inhibition, % at 15 µM. hit rate 0.67% among 360,000. AID 602261;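 active means compounds whose normalised, plate-corrected inhibition of enzyme fluorescence in the single-dose primary screen is 50% or more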;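 further: 0% = DMSO with enzyme and 100% = substrate without enzyme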
Target sequence (P49327 whole entry, looked up): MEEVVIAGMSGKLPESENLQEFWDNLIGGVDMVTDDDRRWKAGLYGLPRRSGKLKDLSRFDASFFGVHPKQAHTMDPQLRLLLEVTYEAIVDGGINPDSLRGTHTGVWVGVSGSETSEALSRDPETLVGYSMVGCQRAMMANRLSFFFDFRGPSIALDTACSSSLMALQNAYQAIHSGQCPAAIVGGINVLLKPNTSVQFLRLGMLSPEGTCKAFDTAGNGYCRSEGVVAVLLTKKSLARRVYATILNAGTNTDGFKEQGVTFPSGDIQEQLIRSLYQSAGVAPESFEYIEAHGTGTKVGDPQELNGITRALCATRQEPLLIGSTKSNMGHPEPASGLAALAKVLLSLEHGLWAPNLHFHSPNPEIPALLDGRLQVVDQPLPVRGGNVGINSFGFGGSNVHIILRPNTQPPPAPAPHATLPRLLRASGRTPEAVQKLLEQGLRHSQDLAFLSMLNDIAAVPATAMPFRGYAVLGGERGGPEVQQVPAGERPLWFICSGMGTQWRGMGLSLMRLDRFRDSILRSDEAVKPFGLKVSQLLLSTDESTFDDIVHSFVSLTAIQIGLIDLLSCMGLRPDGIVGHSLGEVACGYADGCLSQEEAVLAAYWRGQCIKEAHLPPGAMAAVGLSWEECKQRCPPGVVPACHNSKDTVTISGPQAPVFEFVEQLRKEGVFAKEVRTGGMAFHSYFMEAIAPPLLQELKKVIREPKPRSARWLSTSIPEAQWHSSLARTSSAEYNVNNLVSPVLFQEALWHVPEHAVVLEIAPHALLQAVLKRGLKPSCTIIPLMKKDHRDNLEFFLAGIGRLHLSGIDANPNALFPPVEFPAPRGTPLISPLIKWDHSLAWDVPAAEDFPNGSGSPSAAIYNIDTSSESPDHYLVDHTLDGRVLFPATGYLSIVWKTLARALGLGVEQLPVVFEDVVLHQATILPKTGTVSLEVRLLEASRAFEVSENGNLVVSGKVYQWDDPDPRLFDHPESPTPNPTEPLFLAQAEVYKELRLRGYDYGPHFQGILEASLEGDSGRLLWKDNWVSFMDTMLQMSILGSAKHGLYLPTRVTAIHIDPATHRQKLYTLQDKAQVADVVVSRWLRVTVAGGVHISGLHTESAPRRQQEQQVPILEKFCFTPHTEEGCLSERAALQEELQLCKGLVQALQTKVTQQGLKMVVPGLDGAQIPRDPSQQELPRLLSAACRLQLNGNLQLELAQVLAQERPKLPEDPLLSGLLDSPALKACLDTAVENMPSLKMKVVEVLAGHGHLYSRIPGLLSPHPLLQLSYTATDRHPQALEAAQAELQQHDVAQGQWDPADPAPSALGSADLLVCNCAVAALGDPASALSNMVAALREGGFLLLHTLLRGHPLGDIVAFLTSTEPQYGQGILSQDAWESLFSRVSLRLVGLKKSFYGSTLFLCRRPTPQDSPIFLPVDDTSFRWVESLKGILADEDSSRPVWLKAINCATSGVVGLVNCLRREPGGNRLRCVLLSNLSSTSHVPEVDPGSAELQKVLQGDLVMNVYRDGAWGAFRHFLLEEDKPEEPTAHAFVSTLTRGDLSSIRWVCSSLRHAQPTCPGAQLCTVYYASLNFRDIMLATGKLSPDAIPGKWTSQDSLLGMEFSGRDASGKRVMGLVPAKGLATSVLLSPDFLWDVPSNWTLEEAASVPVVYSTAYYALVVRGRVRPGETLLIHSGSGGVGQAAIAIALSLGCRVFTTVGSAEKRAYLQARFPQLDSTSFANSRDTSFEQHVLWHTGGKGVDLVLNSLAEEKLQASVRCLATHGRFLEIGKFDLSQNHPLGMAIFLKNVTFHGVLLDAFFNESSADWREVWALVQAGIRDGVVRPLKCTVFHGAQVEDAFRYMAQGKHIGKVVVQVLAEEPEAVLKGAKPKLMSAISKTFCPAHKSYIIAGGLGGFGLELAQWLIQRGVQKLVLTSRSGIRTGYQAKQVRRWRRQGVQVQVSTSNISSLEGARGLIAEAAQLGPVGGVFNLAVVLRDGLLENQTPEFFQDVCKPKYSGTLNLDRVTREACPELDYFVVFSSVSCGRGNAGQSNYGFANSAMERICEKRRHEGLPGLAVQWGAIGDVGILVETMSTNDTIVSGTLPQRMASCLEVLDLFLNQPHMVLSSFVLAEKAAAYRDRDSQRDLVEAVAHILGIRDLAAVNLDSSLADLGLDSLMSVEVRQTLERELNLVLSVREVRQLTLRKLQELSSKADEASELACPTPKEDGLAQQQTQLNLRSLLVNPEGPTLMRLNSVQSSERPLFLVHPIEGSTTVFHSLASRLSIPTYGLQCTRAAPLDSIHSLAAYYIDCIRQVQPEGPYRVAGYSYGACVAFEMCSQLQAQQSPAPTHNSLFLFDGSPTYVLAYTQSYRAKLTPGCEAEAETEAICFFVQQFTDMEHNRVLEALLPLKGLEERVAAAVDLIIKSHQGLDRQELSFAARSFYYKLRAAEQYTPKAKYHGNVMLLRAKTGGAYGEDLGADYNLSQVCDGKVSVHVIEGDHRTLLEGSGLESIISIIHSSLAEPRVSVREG
MT1-MMP act inh – blocks activation of human MT1-MMP; P50281; HT1080 RFP-PRO-GFP cells, GFP/RFP ratio fluorescence, overnight; percent of plate control window, DMSO zero; GFP/RFP ratio change, % at 20 µM; hit rate 0.061% among 360,000; AID 651647;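 active means GFP/RFP ratio change of at least 30% with cell ATP level not reduced by more than half and red fluorescence within 50% of control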; further: strong numbers were not always called active
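Assay system: HT1080 RFP-PRO-GFP cells | Dosing: 20 µM single dose, 1% DMSO | Incubation: Cells overnight before dosing, compound overnight, 37 °C, 5% CO2 | Evaluation: GFP/RFP fluorescence ratio | Control set: DMSO-only wells and HT1080 RFP-L50D-GFP cell wells as references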
Rin1-Abl PPI inh – blocks binding of human Rin1 to Abl; P00519+Q13671; TR-FRET Rin1/Abl binding, biochemical; inhibition, % at 7.35 µM; hit rate 0.4% among 360,000; in the data active means inhibition above about 5%, passing the limit was not always enough
Neddylation inh – inhibitors of human cullin neddylation; P61081+Q13564; TR-FRET cullin neddylation, biochemical; calls only at 25 µM; hit rate 0.58% among 360,000; AID 651699; in the data active means inhibition above about 36%
MLLE-PAM2 inh – blocks PAM2 peptide binding to the PABP1 MLLE domain; hit rate 0.36% among 360,000; GST-MLLE / FITC-PAM2 fluorescence polarization; inhibition, % at 20 µM; P11940; in the data active means inhibition above about 35%, passing the limit was not always enough;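 further: plate controls were DMSO wells with GST-MLLE for no effect and wells lacking GST-MLLE protein for full effect; some results filed as inactive read as strong as hits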
CSN deneddyl inh – CSN deneddylation inhibition | hit rate 0.38% among 360,000 | inhibition, % at 12.5 µM | AID 651999 | Purified CSN, SCF-Nedd8-OG deneddylation, fluorescence polarization | Q92905;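 active means pattern-corrected inhibition above about 35%, with an unprinted fluorescence ratio check between 0.5 and 1.5, limit read from the data, passing the limit was not always enough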;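 further: 0% = enzyme with substrate and 100% = substrate without enzyme; some results filed as inactive read as strong as hits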
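Assay system: purified human Csn5 enzyme expressed in HEK293T cells; measure: % inhibition; also added: SCFSkp2-Nedd8OG substrate at 10 nM final; technique: fluorescence polarization; times: reaction 90 min, room temperature; medium: Tris buffer pH 7.5, NaCl, DTT, Tween-20, trehalose, ovalbumin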
Rpn11 block – inhibitors of human proteasome Rpn11. O00487. human 26S proteasome, Ub4-pepOG fluorescence polarization; 20S core pre-blocked with epoxomicin. hit rate 0.59% among 360,000. calls only at 20 µM. AID 588493;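 active means inhibition at 20 µM, scaled to each plate's controls, above about 33%, limit read from the data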
Active calls of the source: *; i = inactive; nt = not tested or not shown; + = active, no number; & = joins results of further samples.

SMILES	NadD inh	SKN-1 block	FAS-TE inh	MT1-MMP act inh	Rin1-Abl PPI inh	Neddylation inh	MLLE-PAM2 inh	CSN deneddyl inh	Rpn11 block
CCC(=O)Nc1cc2nn(-c3ccccc3)nc2cc1Cl	10	-6	-3	12	-2	i	4	3	i
Cn1c(=O)c2c(nc(CN3CCN(c4ccccc4)CC3)n2Cc2c(F)cccc2Cl)n(C)c1=O	6	17	29	-3	-3	i	0	3	i
CCOC(=O)c1ccc(COC(=O)CCc2nc(-c3ccccc3)c(-c3ccccc3)o2)cc1	-2	18	26	-7	-2	i	0	-2	i
Cc1ccc(-c2noc(CCC(=O)Nc3cccc(C(=O)NC4CC4)c3)n2)cc1	7	17	-4	3	2	i	3	0	i
O=C(NCc1ccccc1)[C@@H]1CSC2c3ccccc3C(=O)N21 (some centres not stated)	7	-1	-6	0	-4	i	17	-5	i
COc1ccc(C(=O)CC(=O)c2ccc(OC)cc2)cc1	-13	-11	10	2	0	i	-5	2	i
Cc1ccc(-n2nnnc2SCC(=O)N2CCCCC2)cc1	-3	-6	-9	-4	-4	i	-3	-2	i
Cc1ccc(/C(O)=C2\C(=O)C(=O)N(C)C2c2ccc([N+](=O)[O-])cc2)cc1 (configuration not stated)	0	-1	3	1	0	i	8	3	i
Cc1cc(NS(=O)(=O)c2ccc(NC(=O)COc3c(C)cc(Br)cc3C)cc2)no1	-3	4	-4	2	-2	i	1	3	i
Cc1ccc(C(=O)NC(=S)NNS(=O)(=O)c2ccccc2)cc1	-1	1	-1	-4	0	i	41*	-4	i
COc1ccc(CCNC(=O)CSc2nc(O)c(C(C)C)c(=O)[nH]2)cc1OC	-6	0	-4	-3	-2	i	5	3	i
O=c1[nH]c(/C(Cl)=C/c2cccc(F)c2)nc2cc(C(F)(F)F)ccc12	-1	5	-6	0	2	+	7	-7	i
Clc1ccccc1CNc1nc2ccccc2n2cnnc12	-2	-11	1	1	-3	i	0	6	i
CN1CCC(Oc2ccc(Sc3ccccc3)cc2)CC1	-5	2	-8	-3	2	i	-7	-5	i
Cc1ccc(N=Cc2ccccc2O)cc1Cl	0	-1	0	-2	1	i	2	-5	i
C=CCCN([C@@H](C)C(=O)OC)S(=O)(=O)c1ccccc1Br	2	-6	-1	2	2	i	13	-1	i
CN1CCC(OC(=O)c2ccc(Br)cc2)CC1	8	-18	-9	-2	-4	i	-3	-3	i
COc1ccc(C(NC(=O)C2CCN(CCOc3ccc(Cl)cc3)CC2)c2cccs2)cc1 (configuration not stated)	3	9	11	2	2	i	9	4	i
COc1ccc(-n2cnnc2SCc2csc(-c3ccccc3)n2)cc1	0	3	-6	-4	-6	i	5	7	i
CCOC(=O)c1c(NC(=O)Cn2cnc3sc(C)c(-c4ccccc4)c3c2=O)sc(C)c1C	18	-5	46	-10	-1	i	11	13	i
Cc1ccc2cc(NC(=O)c3ccccc3)ccc2n1	-4	-9	-8	0	-1	i	0	-2	i
Cn1nc(-c2ccc(Cl)cc2)cc1NC(=O)Nc1ccccc1	-9	3	4	5	1	i	-1	-1	i
O=C(Cc1ccccc1)NNC1CC(=O)N(c2ccc(Br)cc2)C1=O (configuration not stated)	-4	-3	-9	5	-2	i	7	4	i
CCCCCCCc1nc2sc3c(c2c(=O)n1N)CC(C)(C)OC3	-1	-3	-2	1	1	i	-13	-1	i
CC(C)NC(=O)CN1C(=O)c2ccccc2S1(=O)=O	0	6	-6	5	5	i	8	-12	i
COc1ccc(-c2[nH]ncc2/C=N\NC(=O)c2cccs2)cc1OC	-1	8	-2	1	-3	i	-8	1	i
CCc1ccccc1OCCCOc1ccc(OC)cc1	2	16	27	5	-1	i	0	1	i
O=C(NCc1ccccc1C(F)(F)F)C1CCC(=O)N(CCCc2ccccc2)C1 (configuration not stated)	-3	10	17	0	-1	i	-2	-2	i
CC1(C(=O)NS(=O)(=O)Cc2cccc(Cl)c2)CCN1C(=O)C1(c2ccc(Cl)cc2)CCC1 (configuration not stated)	3	-10	-7	-6	0	i	-7	0	i
O=C(CSc1ncn(-c2ccccc2)n1)Nc1nc(-c2ccccc2)cs1	1	9	16	2	0	i	13	1	i

Whole records as entered above. Order of values: NadD inh, SKN-1 block, FAS-TE inh, MT1-MMP act inh, Rin1-Abl PPI inh, Neddylation inh, MLLE-PAM2 inh, CSN deneddyl inh, Rpn11 block
Listed for CCCCCCCc1nc2sc3c(c2c(=O)n1N)CC(C)(C)OC3 → -1, -3, -2, 1, 1, i, -13, -1, i
Listed for CN1CCC(OC(=O)c2ccc(Br)cc2)CC1 → 8, -18, -9, -2, -4, i, -3, -3, i
Listed for C=CCCN([C@@H](C)C(=O)OC)S(=O)(=O)c1ccccc1Br → 2, -6, -1, 2, 2, i, 13, -1, i
Listed for CC1(C(=O)NS(=O)(=O)Cc2cccc(Cl)c2)CCN1C(=O)C1(c2ccc(Cl)cc2)CCC1 (configuration not stated) → 3, -10, -7, -6, 0, i, -7, 0, i
Listed for CC(C)NC(=O)CN1C(=O)c2ccccc2S1(=O)=O → 0, 6, -6, 5, 5, i, 8, -12, i

Later entries:
SMILES	NadD inh	SKN-1 block	FAS-TE inh	MT1-MMP act inh	Rin1-Abl PPI inh	Neddylation inh	MLLE-PAM2 inh	CSN deneddyl inh	Rpn11 block
Cc1ccc(C(=O)Nc2cccc(NC(=O)c3ccc(C)cc3)n2)cc1	5	6	-1	6	1	i	8	4	i
Cc1ccccc1C(=O)N=c1ccn(-c2nc3ccccc3nc2NS(=O)(=O)c2ccc(F)cc2)cc1	30*	0	-8	-9	2	i	-17	5	i
CCOC(=O)Nc1ccc2c(c1)N(C(=O)N(CC)CC)c1ccccc1CC2	-1	6	3	-12	-4	i	5	-11	i
O=C(Nc1nc(COc2ccccc2)cs1)C12CC3CC(CC(C3)C1)C2	-4	14	18	-31	1	i	2	-2	i
Cc1ccc(S(=O)(=O)/N=C(\Sc2ccccc2)c2ccccc2)cc1	-8	-23	63*	2	1	i	36	0	i
CCOC(=O)C1(CCCc2ccccc2)CCN(C(=O)COC)CC1	-2	1	-5	0	2	i	-1	-2	i
COc1ccccc1NC(=O)CCN1CC(C)OC(C)C1 (configuration not stated)	-1	20	-7	0	4	i	2	-5	i
C[C@@H](C(O)c1ccccc1)N(C)C(=O)CCc1ccccc1 (some centres not stated)	-4	16	-7	3	0	i	2	-4	i
Cc1ccc(NC(=O)CSc2ccccc2)cc1S(=O)(=O)N1CCCCC1	-4	0	22	-4	1	i	13	1	i
CC(C)COC(=O)NCCCOC(=O)Nc1ccccc1	-5	7	-4	3	0	i	11	-5	i
CC1(C)CC(=O)C2=C(C1)NC(=O)NC2c1ccc(Cl)cc1 (configuration not stated)	2	-1	-1	0	1	i	-2	2	i
COc1cc(/C=N\NC(=O)c2ccc(Cl)cc2)ccc1Oc1ccc([N+](=O)[O-])cn1	15	-8	17	1	-1	i	-140	2	i
CCOC(=O)Cn1nnnc1CN(Cc1cccs1)Cc1cc2cc(C)ccc2[nH]c1=O	-7	16	1	1	-2	i	1	1	i
Cc1ccc(S(=O)(=O)N(C)CC(=O)Nc2ccc3c(c2)OCO3)cc1	2	-12	0	5	-2	i	11	-2	i
COc1ccc(N2CCN(C(=O)c3cccc(F)c3)CC2)c([N+](=O)[O-])c1	0	0	2	-2	0	i	8	-6	i
COc1ccc(Cc2nnc(N/N=C/c3ccc(O)cc3O)[nH]c2=O)cc1OC	0	-12	-8	-4	-1	i	-31	2	i
Cc1nc2c(oc3ccccc32)c(=O)o1	-3	-3	-5	-1	4	i	5	5	i
CC(=O)Nc1ccc(S(=O)(=O)N2CCC(NC(=O)C(Cc3cccn3C)NC(C)=O)CC2)cc1 (configuration not stated)	6	-12	-9	-2	5	i	7	-2	i
CC(=O)Nc1ccc(S(=O)(=O)Nc2nnc(C)s2)cc1	1	23	-6	3	0	i	36	-4	i
Cc1cc2c(c(=O)n1CC1CCCO1)C(c1ccco1)C(C#N)=C(N)O2 (configuration not stated)	-5	5	-6	2	-4	nt	9	6	i
Cc1nnnn1/C(=C\c1ccccc1)C(=O)OCC(=O)Nc1ccc(Cl)cc1F	-7	1	43	0	3	i	-2	5	i
CC(Oc1ccccc1Cl)C(=O)Nc1ccc(S(=O)(=O)N2CCOCC2)cc1 (configuration not stated)	-9	11	-2	5	4	i	4	0	i
COc1ccc(/C=C2\CCCC(C(=O)C(F)(F)F)=C2O)cc1	2	21	-2	0	-3	i	26	7	i
COc1ccc(C(=O)Nc2ccc3c(c2)nc(CCNC(=O)c2ccco2)n3C)cc1	-1	-8	-2	-2	4	i	1	4	i
O=C(Cc1ccccc1)NCC(=O)N1CCCC1	1	5	-4	2	-1	i	14	-1	i
COc1ccccc1OCC(=O)/C=C1/N(C)c2ccccc2C1(C)C	0	1	3	0	1	+	-4	2	i
O=C(O)CSc1cccc2cccnc12	11&-1	-6&-17	7&-5	-2&-2	-1&-3	nt	19&10	0&-3	i
COc1ccc(CC(=O)N2CCN(C(=O)Cc3ccc(OC)c(OC)c3)CC2)cc1OC	-2	-14	-8	5	-5	i	-11	3	i
COc1ccc(CC(=O)Nc2ccc3c(c2)CCC3)cc1OC	-5	-16	-4	0	0	i	6	6	i
Cn1c(=O)c2c(nc(NCCCO)n2Cc2cccc(Br)c2)n(C)c1=O	6	9	-3	1	-2	i	-3	3	i

Quoted from the listing.
SKN-1 block, `COc1ccc(CC(=O)N2CCN(C(=O)Cc3ccc(OC)c(OC)c3)CC2)cc1OC` : -14
MT1-MMP act inh, `COc1ccc(CC(=O)Nc2ccc3c(c2)CCC3)cc1OC` : 0

Other results:
SMILES	NadD inh	SKN-1 block	FAS-TE inh	MT1-MMP act inh	Rin1-Abl PPI inh	Neddylation inh	MLLE-PAM2 inh	CSN deneddyl inh	Rpn11 block
COc1ccc(C(CC(=O)NCc2ccccc2)C(C)C)cc1 (configuration not stated)	-4	2	-2	-1	4	i	5	4	i
C=CCNC(=S)N1CC2(C)CN(C(=S)NCC=C)CC(C)(C1)C2=O	-3	0	-3	5	-2	i	-83	-2	i
Nn1c(SCc2nc3ccccc3[nH]2)nnc1C1CCCCC1	4	11	-7	-3	3	i	-25	-3	i
CC(=O)Nc1ccc(C(=O)NNC(=O)c2cc([N+](=O)[O-])cc([N+](=O)[O-])c2)cc1	9	-1	-2	8	-6	i	10	-2	i

Rows were taken by chance. Share with any hit: about 3.9%.
